Compound activity: PubChem BioAssay, National Center for Advancing Translational Sciences (NCATS)
ATXN2 expr inh – inhibitors of ATXN2 expression; HEK-293 ATXN2-luciferase reporter, luminescence, 24 h; Potency, µM (doses to about 57 µM), for the others: top-dose activity change, negative = inhibition, actives largely listed as inhibitors; actives 0.72% (n = 360,000); note: potency is the fitted concentration of half-maximal effect; % is set by controls: 0 for no effect and ±100 for the full control effect; nearly all actives have a fitted effect of over 55% in size
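ATXN2-luciferase reporter cells (luciferase flanked by upstream and downstream ATXN2 gene portions) were treated 24 h at 37 °C with compounds at up to 57 uM. SteadyGlo luminescence gave expression; GF-AFC fluorescence gave viability.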
HT1080 IDH1KD tx – HT-1080 IDH1 knockdown cell toxicity (counter line) | HT-1080 IDH1 knockdown viability, ATP luminescence, 48 h | Potency, µM (series often up to 46.1 µM), inactives show top-dose activity, negative = toxicity, most hits filed as cytotoxic | actives 2% (n = 360,000) | AID 686971;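 note: potency is the fitted concentration of half-maximal effect; 0% = DMSO wells and -100% = cell-free medium wells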
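In this qHTS, HT-1080 cells depleted of IDH1 are exposed for 48 h at 37 °C to compound titrations. Toxicity is scored from CellTiter-Glo luminescence, with DMSO as full viability and medium alone as none.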
HT1080NT lethal – kills 2HG-producing HT-1080-NT fibrosarcoma cells; HT-1080-NT fibrosarcoma viability, CellTiter-Glo ATP luminescence, 48 h; Potency, µM (highest dose often 46.1 µM), inactives show top-dose activity, negative = less viability, usual class: cytotoxic; actives 1.6% (n = 360,000);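 note: NT is the 2HG producing partner of a matched IDH1 knockdown line; potency is the fitted concentration of half-maximal effect; 0% = DMSO-treated cells and -100% = media-only wells without cells; nearly all actives have a fitted effect of over 55% in size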
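A 48-hour cytotoxicity screen used HT-1080-NT cells plated 2 hours before compound delivery. ATP-based CellTiter-Glo luminescence measured viability, normalized to DMSO and no-cell controls.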
KB-3-1 cytotox – kills parental KB-3-1 adenocarcinoma cells; KB-3-1 viability, CellTiter-Glo ATP luminescence, 72 h; Potency, µM (series often up to 46.1 µM), inactives show at the highest dose activity change, negative = cytotoxic, hits mostly cytotoxic; actives 1.4% (n = 400,000); AID 1347075; note: potency is the fitted concentration of half-maximal effect; % is set by controls: 0 for no effect and ±100 for the full control effect; nearly all actives have a fitted effect of over 60% in size
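Using CellTiter-Glo luminescence, growth of non-resistant KB-3-1 adenocarcinoma cells is assessed 72 h after pin-tool compound addition at 37 °C. Normalized responses across the concentration series yield fitted curves.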
MCF10A rerep – induces DNA re-replication in MCF 10a normal breast cells; MCF 10A DNA re-replication, Hoechst nuclear intensity, 48 h; Potency, µM (titrated, usually from 46.1 µM), for the others: at the top dose activity, positive = re-replication, most hits filed as activators; actives 2.9% (n = 350,000); note: potency is the fitted concentration of half-maximal effect; % of control where 0% means no effect; nearly all actives have a fitted effect of over 50% in size
SW480 rereplic – DNA re-replication induction in SW480 cells | SW480 DNA re-replication, Hoechst DNA content imaging, 48 h | Potency, µM (titrated, usually from 46.1 µM), without a hit: at the top dose re-replication activation, hits mostly activators | actives 1.8% (n = 340,000) | AID 624297; note: potency is the fitted concentration of half-maximal effect; % of control where 0% means no effect; nearly all actives have a fitted effect of over 55% in size
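First, 250 cells per well were seeded. Next, compound or vehicle (23 nL) was pinned in, plates sat 48 hr at 37 C. Finally Hoechst was added for 40 min before fluorescence scanning.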
IL1B secr inh – blocks inflammasome-driven IL-1 beta release; actives 4.7% (n = 360,000); activity change, % at 57.5 µM; THP-1 LPS/ATP IL-1B secretion, AlphaLISA, 16 h; hits give low values; AID 743279; in the data active = activity change below about -50%; inconclusive = mostly about -30% to -49%; note: % is set by controls: 0 for no effect and ±100 for the full control effect
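THP-1 cells pretreated 1 hr with compounds (up to 57.5 uM final), then stimulated with LPS (250 ng/mL final) plus ATP (1.25 mM final); secreted IL-1B measured by AlphaLISA after 16 hr, decreased signal indicating inhibition.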
ATXN viability – reduces viability in counter-screen for ATXN expression inhibitors; S2 cells (HEK-293 line with an ATXN2-luciferase reporter) viability, CellTiter-Fluor protease fluorescence, 24 h; Potency, µM (top dose mostly 56.7 µM), usual class: cytotoxic; AID 651635; actives 0.49% (n = 400,000); note: potency is the fitted concentration of half-maximal effect; nearly all actives have a fitted effect of over 40% in size
HepG2 tox – HepG2 cytotoxicity, counter-screen for TGF-b inhibitors | HepG2 CAGA-GFP viability, ATP luminescence, 18 h | Potency, µM (top dose mostly 46.1 µM), without a hit: top-dose activity change, negative = cytotoxicity, usual class: cytotoxic | actives 0.76% (n = 410,000) | AID 588856; note: potency is the fitted concentration of half-maximal effect; some results filed as inactive show a strong effect at the top dose
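CellTiter-Glo luminescence gave cytotoxicity after 18 hours at 37 degrees C. The cells were HepG2 CAGA-GFP in 1% FBS DMEM, stimulated with 500 pg/mL TGF-beta after compound addition. %Activity was normalised to no-cell wells (complete cell-killing) and DMSO (no toxicity), and curves were fitted and classified.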
Active calls of the source: *; i = inactive; ? = inconclusive; nt = no result given; [ ] = another dose, or the depositor's remark. Unless noted, calls come from the whole dose curve; as a rule, active = well fitted curve in the direction sought with a large enough effect; inconclusive = small, poorly fitted or top-dose-only effect, or another doubt; inactive = no such curve, though single readings can be large; an effect the other way counts as inactive or inconclusive.

cpd	SMILES	ATXN2 expr inh	HT1080 IDH1KD tx	HT1080NT lethal	KB-3-1 cytotox	MCF10A rerep	SW480 rereplic	IL1B secr inh	ATXN viability	HepG2 tox
1	CCN(CC)Cc1csc2ccc(Br)cc12	-5%	-8%	-3%	1%	-3%	-5%	13	i	-7%
2	CC(=O)Nc1ccc(NC(=O)Cn2c(=O)n(-c3ccccc3)c(=O)c3oc4ccccc4c32)cc1	-8%	5%	10%	-3%	-5%	-7%	-1	i	12%
3	O=C(NCC(c1ccco1)N1CCOCC1)C1CCCCC1 (stereo not given)	-12%	9%	3%	4%	-1%	-364%[inhibitor]	-5	i	0%
4	COc1cccc(C(=O)Nc2ccc(-n3nncc3C(C)(C)C)cc2)c1	nt	-15%	6%	-13%	2%	14%	15	i	4%
5	CCOC(=O)N1CCN(C(=O)C(=O)N/N=C/c2ccc(OC)cc2OC)CC1	-18%	9%	7%	-1%	-4%	-2%	10	i	-7%
6	CC1=CC(C)(C)Nc2ccc(OC(=O)CN3C(=O)CCC3=O)cc21	?	2.5µM*	?	-1%	-2%	4.1µM*	-101*	i	16µM*
7	Cc1ccc(-c2nc(NCc3ccco3)n(S(C)(=O)=O)n2)cc1	36%[11.3 µM]	-16%	-8%	24%	1%	-1%	-28	nt	11%
8	COc1ccc(OC)c(NC(=O)C2CCCN(S(=O)(=O)c3c(C)noc3C)C2)c1 (stereo not given)	0%	2%	2%	1%	?	-7%	16	i	2%
9	CN(C)CCCOc1ccc2c(c1)Sc1ccccc1CC2=O	-5%	1%	2%	5%	?	0%	-3	i	3%
10	O=C(NCc1cccnc1)c1cccc2c1C(=O)N(Cc1cccnc1)C2	3%	-4%	0%	5%	-1%	-4%	8	i	-11%
11	Cc1[nH]c(=O)[nH]c(=O)c1S(=O)(=O)Nc1ccc(Br)cc1F	5%	10%	-1%	5%	0%	2%	5	i	2%
12	Cc1ccc(NC(=O)C(C)OC(=O)/C=C/c2ccccc2)cc1 (stereo not given)	-8%	-3%	10%	-4%	0%	18%	-2	i	-1%
13	Cc1ccc(S(=O)(=O)/N=c2\ccc(Cl)cn2C(F)F)cc1	nt	0%	-2%	1%	-1%	-3%	-5	nt	10%
14	Cc1cc(C(=O)NNC(=O)c2ccccc2O)c(C)o1	nt	-8%	-12%	?	22%	?	28	i	-22%
15	CCCOC1CCCN(C(=O)c2cc(COc3ccc(F)c(F)c3)on2)C1 (stereo not given)	48%[activator]	-1%	0%	nt	?	11%	-9	i	-7%
16	COC(=O)c1c(C)[nH]c(C(=O)OC(C)C(=O)N(C)C2CCCCC2)c1C (stereo not given)	3%	-3%	4%	17%	-1%	-3%	-17	i	-3%
17	Cc1cc(N2C(=O)C3C4C=CC(C4)C3C2=O)no1 (stereo not given)	-27%	15%	9%	2%	0%	-7%	-7	i	8%
18	Cc1ccc(C)c(COC(=O)c2cc(S(=O)(=O)N3CCCCC3)ccc2N2CCOCC2)c1	-3%	3%	-1%	-16%	22%	4%	-9	i	23%
19	CCOC(=O)C1CCN(C(=O)N(C)C)CC1	-2%	-7%	-1%[9.24 µM]	-14%	-8%	-7%	0	i	5%
20	COc1ccc(-c2noc(-c3ccccc3OCC(=O)Nc3ccc(C(C)=O)cc3)n2)cc1	12%	nt	nt	15%	nt	nt	nt	i	-1%
21	O=C(CCCl)N1CCCC2(CCCCC2)C1	-3%	-1%	0%	0%	1%	-1%	5	i	0%
22	O=C(N/N=C/c1coc2ccc(Cl)cc2c1=O)c1ccc(O)cc1	3%	-9%	-6%	-6%	-2%	-14%	-4	i	-2%
23	COc1ccc(NC(=O)c2c(-c3ccccc3)noc2C)c(OC)c1	4%	-1%	-1%	-12%	7%	11%	-4	i	0%
24	CC1Cc2ccccc2N1S(=O)(=O)c1cccc(C(=O)NCc2ccncc2)c1 (stereo not given)	-13%	-15%	0%	nt	?	0%	11	i	-31%

Overlap with the part before: 2 entries, then new ones.
cpd	SMILES	ATXN2 expr inh	HT1080 IDH1KD tx	HT1080NT lethal	KB-3-1 cytotox	MCF10A rerep	SW480 rereplic	IL1B secr inh	ATXN viability	HepG2 tox
23	COc1ccc(NC(=O)c2c(-c3ccccc3)noc2C)c(OC)c1	4%	-1%	-1%	-12%	7%	11%	-4	i	0%
24	CC1Cc2ccccc2N1S(=O)(=O)c1cccc(C(=O)NCc2ccncc2)c1 (stereo not given)	-13%	-15%	0%	nt	?	0%	11	i	-31%
25	Cn1c(N)c(C(=O)COC(=O)c2cccc(S(=O)(=O)N3CCCCC3)c2)c(=O)n(C)c1=O	1%	-4%	-1%	1%	2%	1%	0	?	-36%
26	CN=c1sc(C(=O)Nc2cccc(Cl)c2)cc(=O)n1C	?	-3%	-13%	-12%	?	?	-14	?	3%
27	CCC12CN3CC(CC)(CN(C1)C3c1cccc(OC)c1O)C2=O (stereo not given)	0%	nt	nt	10%	nt	nt	nt	i	0%
28	Fc1ccccc1/C=N/Nc1nc(N2CCCCC2)nc(N2CCCCC2)n1	-29%	0%	-1%	-2%	?	-83%[inhibitor]	0	?	1%
29	CCN(CC)C(=O)c1ccc2c(c1)N(Cc1ccccc1F)C(=O)c1ccccc1S2=O (stereo not given)	4%	nt	nt	-2%	nt	nt	nt	i	-30%
30	Cc1ccc(C(=O)Nc2cccc(C(F)(F)F)c2)cc1Nc1ncnc2nc[nH]c12	?	-2%	-4%	?	nt	nt	-19	?	-67%
31	Cn1c(O)c(N=NC(=O)CNC(=O)c2ccccc2)c2cc(Br)ccc21	-25%	1%	-1%	-13%	?	-7%	-10	i	3%
32	CCCCn1cc(S(=O)(=O)c2ccc(OC)cc2)c(=O)c2cc(CC)ccc21	-16%	nt	nt	2%	nt	nt	nt	?	-20%
33	COCCNC(=O)C1CC(c2cccc(OC)c2)=NO1 (stereo not given)	2%	1%	1%	6%	-3%	-2%	13	?	-25%
34	COc1ccc(Nc2nc(N)nc(CSc3nncn3C)n2)cc1	4%	2%	5%	2%	5%	0%	-6	i	-8%
35	Cc1ccccc1Oc1ncnc2oc(-c3ccccc3)cc12	1%	0%	1%	1%	?	-2%	-16	i	-39%
36	CNC(=O)c1cc(C(=O)c2ccccc2Br)c[nH]1	10%	0%	19%	8%	6%	-1%	-8	i	-2%
37	COc1ccc2[nH]c(C)c(CCN3C(=O)OC(C)(C)C3(C)O)c2c1 (stereo not given)	5%	1%	8%	22%	1%	-9%	-13	i	0%
38	CCCCn1c(C23CC4CC(CC(C4)C2)C3)n[nH]c1=S	-5%	-15%	-14%	-3%	-11%	6%	-18	i	21%
39	Cc1c(C(=O)N/N=C/c2ccccn2)nnn1-c1nonc1N	-12%	6%	18%	-3%	-5%	-4%	?	?	-5%
40	CCc1cc(C)cc(OCCNC(=O)c2ncn[nH]2)c1	6%	6%	-4%	15%	-2%	-10%	10	i	5%
41	Cc1cc(C)c2c(CN3CCN(c4ccccc4)CC3)cc(=O)oc2c1	11%	10%	13%	0%	nt	nt	-1	i	9%
42	COc1ccc(NC(=O)CNC(=O)C2CCCCC2)cc1OC	-9%	-6%	-7%	-13%	9%	16%	-6	i	-4%
43	Nc1sccc1C(=O)c1ccc(Cl)cc1	31%[activator]	-4%	-5%	1%	10%	-2%	7	i	15%
44	Cc1cccc(C)c1NC(=O)Cn1c(=O)c2cccn2c2ccccc21	15%	1%	-5%	16%	-15%	-2%	-3	i	4%
45	COCC(C)NC(C(=O)Nc1ccc(Cl)c([N+](=O)[O-])c1)c1ccccc1 (stereo not given)	1%	-6%	-1%	-4%	-3%	-24%	10	i	1%
46	COc1ccc(C(=O)NCCC(C)C)cc1S(=O)(=O)N1CCOCC1	1%	9%	2%	2%	-1%	-2%	28	i	-7%
47	CCOC(=O)C1Nc2ccc(C(=O)O)cc2C2C=CCC12 (stereo not given)	-7%	-21%	5%	4%	8%	?	25	i	-2%
48	COc1ccc(NS(=O)(=O)c2cc(NC(=O)COc3ccccc3)ccc2N2CCOCC2)cc1	1%	-3%	3%	-5%	-3%	-3%	-18	i	-9%
49	O=C(CSc1nc2scc(-c3cccs3)c2c(=O)n1CCc1ccccc1)N1CCCC1	nt	22%	2%	4%	5%	2%	7	?	2%
50	CC(NC(=O)COC(=O)C1CC1C)c1cccc(Cl)c1 (stereo not given)	2%	7%	-3%	-5%	-4%	-13%	-26	i	1%
51	C=CCC[C@@H](CCCCC)OC(=O)/C=C/[C@H](O)[C@@H](O)C[C@H](O)CC=C	-18%	-27%	?	-2%	nt	nt	-55*	?	nt
52	CCn1c(CCNC(=O)c2ccc(Cl)cc2Cl)n[nH]c1=S	3%	-27%	-20%	-11%	-1%	-22%	14	i	11%
53	Nc1nnc(SCC(=O)NNC(=O)c2ccc(Cl)cc2)s1	7%	-3%	-1%	-3%	-6%	-16%	0	i	14%
54	O=C(NCc1ccncc1)Nc1ccccc1Cl	3%	15%	20%	-6%	-2%	-12%	-2	i	-7%
55	Cc1ccsc1C(=O)N1CCC1(C)C(=O)Nc1ccc2c(c1)OCCO2 (stereo not given)	4%	1%	22%	0%	nt	nt	-7	i	-5%
56	O=C1NC(CCO)C(=O)NC1CCO (stereo not given)	-3%	13%	18%	-1%	-38%[inhibitor]	-13%	-3	i	4%
57	CCOC(=O)NC(=O)/C(C=Nc1ccc(Cl)c(Cl)c1Cl)=C(\C)O	nt	1%	-1%	-2%	-3%	2%	-19	nt	2%
58	COc1ccccc1-n1c(CNC(=O)c2ccc(S(=O)(=O)N3CCOCC3)cc2)n[nH]c1=S	6%	?	5%	11%	0%	-19%	5	i	-15%
59	COc1cccc(NC(=O)Nc2ccc3c(c2)N(C)C(=O)CS3)c1	43%[activator]	?	?	?	17%	-9%	?	i	-50%
